H9c2 protect: cardioprotection against H2O2-induced cell death, primary screen, uHTS, H9c2 cells, ATPLite luminescence; protection from H2O2 cell death, % at 20 µM; H9c2 cardiomyocytes, H2O2 injury protection, 2 h; hit rate 0.63% among 360,000;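 active = compounds giving at least 50% protection of heart cells from peroxide-induced death in the single-dose screen, raw or plate-pattern-corrected value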;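 note: 0% = DMSO wells with peroxide and 100% = DMSO wells without peroxide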
Granule exo inh: LAMP-1 surface exposure blockers, TALL-104 cells – cell-based, flow cytometry, MLPCN library, primary screen. TALL-104 LAMP-1 surface exposure; cells stimulated with thapsigargin and PMA. inhibition, % at 10 µM. hit rate 0.66% among 360,000. AID 651702, 2012;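 active = inhibition above about 55%, limit read from the data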
HTR2A ag: mouse Htr2a agonists via beta-arrestin recruitment, primary screen, cell-based, luminescence; 5-hydroxytryptamine receptor 2A (Mus musculus), P35363; CHO-K1 mHTR2A beta-arrestin complementation; percent of 30 µM serotonin response; activation, % at 7.6 µM; hit rate 0.66% among 360,000; AID 624169, 2012;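 active = activation above a run cutoff, the mean activation of all tested compounds plus 3 SD, cut at about 14% in these data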;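 note: 0% = plate median of compound wells and 100% = 30 µM serotonin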
Target sequence (P35363 whole entry, looked up): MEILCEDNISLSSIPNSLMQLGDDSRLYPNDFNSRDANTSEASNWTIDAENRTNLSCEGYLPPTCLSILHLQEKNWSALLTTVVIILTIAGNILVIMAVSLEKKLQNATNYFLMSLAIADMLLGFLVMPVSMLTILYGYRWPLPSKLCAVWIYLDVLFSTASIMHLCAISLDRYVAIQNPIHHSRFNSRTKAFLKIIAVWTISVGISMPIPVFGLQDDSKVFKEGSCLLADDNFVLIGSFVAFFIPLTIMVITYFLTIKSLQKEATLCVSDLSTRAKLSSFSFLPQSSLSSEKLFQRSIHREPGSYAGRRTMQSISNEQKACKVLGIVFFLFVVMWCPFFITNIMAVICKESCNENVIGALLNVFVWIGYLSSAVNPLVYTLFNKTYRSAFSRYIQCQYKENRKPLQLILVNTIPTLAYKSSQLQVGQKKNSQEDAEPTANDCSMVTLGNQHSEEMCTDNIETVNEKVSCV
Glyco luc inh: increase of ERlucT glycosylation luciferase signal, primary screen, N-linked glycosylation inhibitor project, D54 ERlucT cells, luminescence, set 2. D54 ERlucT glycosylation luciferase reporter, 24 h; percent of 100 nM tunicamycin response. AID 588692, 2011. reporter increase, % at 12.5 µM. hit rate 0.23% among 360,000;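 active = mean luciferase reporter signal, scaled so untreated is 0 and the glycosylation-blocking control 100, at or above a set limit in every replicate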;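 note: luciferase carries N-glycosylation sites so blocking glycosylation raises the light; 0% = median of neutral control wells and 100% = median of 100 nM tunicamycin wells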
PDI inh: inhibitors of human PDI, primary screen, biochemical, turbidity, single point, plate reader. Protein disulfide-isomerase (Homo sapiens), P07237. PDI insulin aggregation turbidity, A650, 90 min. inhibition, % at 10 µM. hit rate 0.052% among 350,000. AID 588391, 2011;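 active = mean inhibition across replicates of 30% or more, whatever share of single replicates reach that level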;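 note: absorbance from insulin aggregation driven by PDI reduction with DTT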
Target sequence (P07237 whole entry, looked up): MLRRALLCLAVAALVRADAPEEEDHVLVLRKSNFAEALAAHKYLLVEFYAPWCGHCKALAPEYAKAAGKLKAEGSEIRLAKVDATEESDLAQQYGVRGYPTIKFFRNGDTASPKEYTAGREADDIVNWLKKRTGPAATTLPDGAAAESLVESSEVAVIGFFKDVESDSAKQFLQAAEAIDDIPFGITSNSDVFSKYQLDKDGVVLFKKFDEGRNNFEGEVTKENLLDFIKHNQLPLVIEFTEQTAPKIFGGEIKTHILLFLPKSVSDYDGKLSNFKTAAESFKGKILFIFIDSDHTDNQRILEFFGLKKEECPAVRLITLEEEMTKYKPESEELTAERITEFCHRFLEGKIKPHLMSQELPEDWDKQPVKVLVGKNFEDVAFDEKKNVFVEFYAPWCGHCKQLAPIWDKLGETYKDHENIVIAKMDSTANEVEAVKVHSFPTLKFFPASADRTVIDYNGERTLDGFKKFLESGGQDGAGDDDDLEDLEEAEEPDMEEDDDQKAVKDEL
iPSC survival up: enhancers of single-cell hiPSC survival, primary screen, ATPlite luminescence | 100% = ROCK inhibitor wells, 0% = DMSO | survival enhancement, % at 20 µM | hit rate 0.044% among 360,000; in the data active = survival enhancement above about 18%;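 note: cells exposed to compounds for 16 hours before the ATP read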
aDG glyco act: activators of alpha-DG glycosylation, primary screen, uHTS, Pro5-aDG cells, AlphaScreen. alpha-DG glycosylation AlphaScreen (IIH6); 0% Pro5, 100% B10-LARGE cell signal. activation, % at 10 µM. hit rate 0.22% among 360,000;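 active = activation of at least 8% versus controls, or a plate z-score of at least 8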;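 note: Pro5 are CHO cells carrying HIG-tagged alpha-DG that lacks glycosylation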
Vif imaging: HIV Vif self-association inhibitors, primary screen, imaging, HEK293T, single point. HEK293T cells, Vif self-association by quenched fluorescence, 24 h. inhibition, % at 7.49 µM. hit rate 0.35% among 340,000. AID 602346, 2012; in the data active = inhibition above about 50%, passing the limit was not always enough; note: some results filed as inactive read as strong as hits
CaV13 FRET inh: Primary screen for inhibitors of IQ motif and Ca2+-dependent inactivation inhibitor domain binding in CACNA1D, Förster resonance energy transfer in living cells, …. HEK cells, CFP/YFP FRET ICDI-IQ, plate reader, 10 min; percent FRET-ratio fall versus neutral wells. inhibition, % at 12.3 µM. hit rate 0.098% among 340,000;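 active = mean replicate inhibition of at least 30% and at least 1% of replicates passing that level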;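 note: 0% = median of the neutral control wells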
ABCB6 inh 2: ABCB6 transporter inhibitors, primary screen, K562-ABCB6 cells, flow cytometry, MLPCN library | ATP-binding cassette sub-family B member 6 (Homo sapiens), Q9NP58 | K562-ABCB6 porphyrin accumulation, 1 h; active compounds read low | fluorescence ratio to DMSO, % at 10 µM | hit rate 0.19% among 360,000;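 active = fluorescence ratio to DMSO below 75%, the collection mean minus 3 SD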;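 note: signal is porphyrin accumulated inside mitochondria; 100% equals median channel fluorescence of DMSO control wells; lower ratio means ABCB6 inhibition with less porphyrin fluorescence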
Active calls of the source: *; x = not tested or not shown.

#	structure	H9c2 protect	Granule exo inh	HTR2A ag	Glyco luc inh	PDI inh	iPSC survival up	aDG glyco act	Vif imaging	CaV13 FRET inh	ABCB6 inh 2
1	O=C(NCC(c1ccco1)N1CCCC1)c1cc2ccccc2s1 (centres undefined)	4	-1	-15	-4	13	0.2	0.2	-4	-3	100
2	Cc1nn(Cc2ccc([N+](=O)[O-])cc2)c(=O)n1-c1c(F)cccc1F	-1	-3	0	-1	-3	0.1	0.3	0	-4	93
3	CC1CCN(CCCNC(=O)COc2cc(=O)n(C)c3ccccc23)CC1	13	1	-3	5	16	-2.0	0.0	5	-3	89
4	COC(=O)c1ccc(CSc2nc3c(cnn3-c3ccccc3)c(=O)[nH]2)o1	0	-4	-6	4	-1	1.2	0.0	30	-9	99
5	CCC1=NN2C(=N)/C(=C\c3cccn3-c3c(C)cccc3C)C(=O)N=C2S1	-3	-3	2	0	7	6.8	0.0	-4	1	109
6	CCOc1ccc2c(c1)C(C)=CC(C)(C)N2C(=O)Nc1ccccc1	-6	40	-3	8	0	-4.5	-0.4	-1	x	130
7	CCOC(=O)C(C(=O)NCc1ccc(C)cc1)c1ncc(C(F)(F)F)cc1Cl (centres undefined)	-9	4	-1	-1	-6	0.0	0.1	x	-1	96
8	O=C(Nn1c(C2CCCCC2)nc2ccccc2c1=O)c1cc(Cl)ccc1[N+](=O)[O-]	-1	-3	0	-1	-3	-0.5	0.0	12	-4	103
9	COc1ccc(-c2ccc(SCC(=O)N3CCOCC3)nn2)cc1	-9	-5	3	0	-1	-2.9	-0.1	0	-9	95
10	COC(=O)c1oc2nc(C)cc(C)c2c1N	6	0	-1	4	0	-0.9	-0.4	-10	-3	100
11	Fc1ccc(/C=N/NC(=S)Nc2ccc(Cl)cc2Cl)cc1	-11	-3	0	11	-1	0.3	0.0	18	2	101
12	COc1ccc(-n2c(=O)c3c4c(sc3n(CC(=O)Nc3cc(C)[nH]n3)c2=O)CCC4)c(OC)c1	-5	2	1	3	2	0.9	0.0	-5	-3	90
13	COc1ccccc1CCC(=O)OCC(=O)Nc1cc(C)nn1-c1ccccc1	-4	1	-3	2	-3	0.8	-0.3	-1	-6	99
14	COc1cc2cc(C(=O)NCCc3ccccc3)[nH]c2cc1OC	14	-5	-2	3	4	-0.8	-0.1	-1	-20	83
15	CCCCNc1c(C(=O)OCC)c(=O)[nH]c2ccccc12	2	1	-3	-1	21	-1.8	-0.2	-9	x	92
16	Cc1cccc(NC(=S)N(CCN2CCOCC2)Cc2ccccc2F)c1	3	-1	-5	4	6	0.0	0.0	0	-6	96
17	COc1ccccc1N1N=C(c2ccc([N+](=O)[O-])cc2)CC1c1ccccc1 (centres undefined)	-3	55	-2	-12	-11	0.8	-0.6	x	-11	x
18	CCN(C(=O)CSc1nc2ccccc2c(=O)n1-c1ccc(C)cc1)C1CCS(=O)(=O)C1 (centres undefined)	3	-8	-1	0	-2	0.4	-0.3	-2	-6	100
19	C/C(=N\Nc1cc(N2CCOCC2)nc(C)n1)c1cccc([N+](=O)[O-])c1	12	-6	-1	-8	2	0.1	1.1	-5	-9	88
20	Cc1ccc2oc(=O)n(CC(=O)c3ccc(F)cc3)c2c1	5	-3	3	-2	-4	-0.7	-0.2	-5	-20	98
21	CCCCS(=O)Cc1ccccc1 (centres undefined)	4	1	-2	1	-1	-0.8	-0.1	19	x	121
22	O=C(c1cc(Cl)ccc1Cl)N1CCN(Cc2ccccc2)CC1	1	0	-3	-6	-2	-0.1	0.0	32	-3	99
23	COc1cc(-c2nnc(CSc3nnc(N)s3)o2)cc(OC)c1OC	1	-4	0	3	-7	0.0	0.2	7	-5	100
24	CCN(CC)Cc1nc2c(c(=O)[nH]1)C1(CCCC1)Cc1ccccc1-2	10	8	0	-2	3	1.7	-0.5	1	-7	98
25	O=C(O)c1cc2c(s1)-c1ccccc1OC2	9	2	1	0	8	5.2	-0.3	2	-5	98
26	O=C(COC(=O)/C=C/c1ccccc1Cl)NCCNC(=O)COC(=O)/C=C/c1ccccc1Cl	-3	-7	6	2	1	0.1	0.6	x	x	94
27	COc1ccc(C2CC(c3ccccc3)Nc3nc(NS(C)(=O)=O)nn32)cc1 (centres undefined)	-3	-3	4	-1	4	1.2	-0.1	-4	-1	97
28	Cc1ccccc1-c1nc(CN2CCC(C(=O)NCCCN3CCCC(C)C3)CC2)c(C)o1 (centres undefined)	6	0	0	-1	-6	-0.6	5.4	-3	-4	100
29	Cc1ccc(NC(=O)C2CCCN(c3ncccn3)C2)cc1C (centres undefined)	0	-6	-5	1	-7	0.1	0.2	-7	-3	105
30	C[C@@H]1CN([C@H](C)CO)C(=O)CCCn2cc(nn2)CO[C@H]1CN(C)S(=O)(=O)c1ccc2c(c1)OCCCO2	0	3	10	2	-5	-0.5	-0.3	-2	-7	97
31	CCN(CC)CCCNc1nc(C)cc(COC)c1C#N	13	-1	3	1	12	0.4	-0.1	-3	45*	87
32	COc1cccc(-c2cc(C(=O)Nc3ccc([N+](=O)[O-])cn3)c3ccccc3n2)c1	1	11	-3	-7	-3	-1.4	-0.7	2	-6	94
33	NC(=O)c1nsc(C(=O)N(c2ccccc2)C(C(=O)NCc2ccc(F)cc2)c2ccc(O)cc2)c1N (centres undefined)	50*	-15	2	-4	-7	-0.6	-0.3	13	-7	99
34	CCOC(=O)C1CCN(CC(=O)Nc2cc(C)nn2-c2nc3ccccc3s2)CC1	2	-3	2	3	4	6.5	-0.1	x	-4	98
35	CCCc1nc(NC(=O)c2ccccc2)nc(NC(=O)c2ccccc2)n1	5	-1	-7	0	8	0.6	0.0	-11	-4	103
36	CC(NS(C)(=O)=O)C(c1cccs1)N1CCN(c2ccccc2F)CC1 (centres undefined)	5	6	1	0	5	1.5	0.4	11	x	89
37	COc1ccccc1C(=O)N1CCC(C(=O)c2ccc(F)cc2)CC1	1	-1	-2	-5	5	-1.8	0.1	-4	-6	94
38	COc1cc(NC(=O)CSc2nnc3c(C)cc4cc(C)cc(C)c4n23)c(C(=O)O)cc1OC	7	6	0	0	1	-1.1	-0.2	1	-4	101
39	COc1cccc([C@@H]2CC=C(C(=O)O)[C@H](c3ccc(Cl)cc3)N2S(=O)(=O)c2ccc(C)cc2)c1	-3	-5	-2	2	5	-1.3	0.0	-2	-4	99
40	O=C(N/N=C/c1ccnc2ccccc12)c1ccccc1O	-9	-2	-4	1	-11	0.2	0.2	-13	-4	99
41	COc1ccc(S(=O)(=O)NCCc2ccco2)cc1OC	-3	5	3	1	-6	-0.4	0.3	5	-6	103
42	COc1ccc([C@H]2CC(=O)C=C(/C=C/c3ccccc3)C2)cc1OC	-2	-1	1	6	-6	0.5	-0.1	1	11	97
43	Cc1c(NS(=O)(=O)c2cc(NC(=O)CCN3CCCC(C)C3)ccc2Cl)c(=O)n(-c2ccccc2)n1C (centres undefined)	2	-2	0	2	-2	0.5	-0.2	4	-3	102
44	CC(C)[C@@H]1Cc2[nH][nH]c(=O)c2[C@H](C(C)C)O1	x	-2	4	x	x	-0.5	0.2	x	-6	96
45	Nc1c(Cl)cc(-c2csc(N3CCCC3c3nc4cc(Cl)c(N5CCCCC5)cc4n3CCOCCO)n2)cc1Cl (centres undefined)	-5	0	-3	-5	6	2.3	-0.4	2	-12	98
46	COc1ccc(-c2ccc(CN3C(C)C(=O)N(Cc4cn(CCC5OCCCO5)nn4)CCS3(=O)=O)cc2)cc1 (centres undefined)	0	-1	2	-4	-5	-1.1	0.1	-5	-10	98
47	COc1ccc(-c2coc3c(CN4CCCCC4C)c(O)ccc3c2=O)cc1 (centres undefined)	-4	-9	1	0	17	-0.4	-0.1	-9	-19	101
48	CC1=NN(c2ccccc2)C(=O)C1/C=C1\NC(=S)NC1=O (centres undefined)	-8	0	-2	2	2	0.2	-0.2	1	-7	95
49	Cc1ccc(-c2cc(C(=O)N3N=C(C(F)F)CC3(O)C(F)F)c3ccccc3n2)cc1C (centres undefined)	-17	14	2	-7	-5	3.1	-0.2	x	-7	103
50	CC(C)n1cc(CN2CCC(Oc3ccc(C(=O)N4CCCC4)cc3)CC2)cn1	3	0	5	2	-2	-0.4	-0.4	-8	-10	97
51	COCCn1c(C)cc(C(=O)CSc2ncnc3sc4c(c23)CCC4)c1C	-9	0	2	-1	-5	-0.8	0.4	x	-5	88
52	COc1ncccc1-c1nnn(-c2ccccc2)n1	-4	17	2	-13	7	-1.2	0.0	-4	7	99
53	COc1cccc(C2CC(c3ccc(C)cc3)n3nc(N)nc3N2)c1 (centres undefined)	-9	1	5	-6	x	-0.6	0.0	0	-12	109
54	O=C(N/N=C/C=C/c1ccccc1)c1cccnc1	2	-1	1	-1	-4	-0.2	0.1	-1	2	97
55	O=C1NCCCC1C(=O)N/N=C/c1ccc([N+](=O)[O-])cc1 (centres undefined)	-1	2	3	-1	2	-0.1	0.0	6	-5	100
56	COCCNc1nnc(SCC(=O)Nc2cc(C)on2)s1	9	-2	1	3	6	0.5	-0.2	5	-3	90
57	O=C(NCCN1CCN(c2ccccc2F)CC1)C1CC(=O)N(C2CCCC2)C1 (centres undefined)	-3	-2	-4	0	-2	2.0	0.0	-7	-8	101
58	CCC/C(=N\NC(=O)c1cccc(C)c1)c1ccccc1	4	-4	-4	1	0	-2.1	0.1	16	-18	101
59	O=c1c2ccccc2c(=O)n2n1Cc1ccccc1C2	11	-5	1	-1	-2	-0.7	0.1	9	-5	100
60	CCOC(=O)C1CCCN(CC(=O)NC2=Nc3ccccc3N=C(C)C2c2ccccc2)C1 (centres undefined)	41	4	-2	-5	3	1.3	0.1	-2	-4	103

Continued:
#	structure	H9c2 protect	Granule exo inh	HTR2A ag	Glyco luc inh	PDI inh	iPSC survival up	aDG glyco act	Vif imaging	CaV13 FRET inh	ABCB6 inh 2
61	c1ccc(CCNC2=NCCCS2)cc1	-6	-1	1	-3	-7	-1.1	0.2	13	x	93
62	O=C(CSc1nncn1-c1ccccc1)Nc1c(F)cccc1F	0	-19	-7	2	8	-0.5	0.0	-7	-3	100
63	COc1ccc(S(=O)(=O)NC(C)c2ccc3c(c2)OCCO3)cc1 (centres undefined)	10	-8	-3	1	-105	2.7	-0.2	0	-6	96
64	COc1ccc(NC(=O)N(C)C[C@H]2Oc3ccc(NS(=O)(=O)c4cccs4)cc3C(=O)N([C@H](C)CO)C[C@@H]2C)cc1	3	-6	-3	1	3	-0.6	-0.1	-1	-12	97

An excerpt from above in order of number of heavy atoms, low to high.
#	structure	H9c2 protect	Granule exo inh	HTR2A ag	Glyco luc inh	PDI inh	iPSC survival up	aDG glyco act	Vif imaging	CaV13 FRET inh	ABCB6 inh 2
61	c1ccc(CCNC2=NCCCS2)cc1	-6	-1	1	-3	-7	-1.1	0.2	13	x	93
59	O=c1c2ccccc2c(=O)n2n1Cc1ccccc1C2	11	-5	1	-1	-2	-0.7	0.1	9	-5	100
63	COc1ccc(S(=O)(=O)NC(C)c2ccc3c(c2)OCCO3)cc1 (centres undefined)	10	-8	-3	1	-105	2.7	-0.2	0	-6	96

Compound activity (PubChem)
